Screens: PubChem BioAssay, several laboratories
Yeast lifespan up – compounds extending yeast replicative lifespan, primary screen, S. cerevisiae, OD615. S. cerevisiae growth with nicotinamide; deaD strain in restrictive glucose medium. inhibition of the nicotinamide effect, % at 10 µM. 0.68% of 130,000 active. AID 775, 2007;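 active = inhibition above a set limit, placed 3 SD over the median of all compounds, cut at about 26% in these data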;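 note: 0% = nicotinamide-treated wells and 100% = cells grown without nicotinamide; some compounds called inactive have numbers as strong as hits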
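Test system – modified budding yeast, DeaD strain · Compound – single dose 10 µM compound, 0.25% DMSO · Times – culture preincubation 4 h, compound exposure 48 h, both 30 °C · Detection – optical density (absorbance) at 615 nm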
E-sel TNF inh – E-selectin induction blockers in HUVEC – imaging, immunofluorescence, high content, primary screen. 0.71% of 120,000 active. HUVEC TNFa-induced E-selectin immunofluorescence. inhibition, % at 2 µM. AID 1246, 2008;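 active = inhibition above the batch mean plus 3 SD, and confirmed as a hit on visual image review, cut at about 43% in these data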;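 note: 0% = TNF-stimulated DMSO wells and 100% = unstimulated control wells; not every result past the cut was called active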
MRP-1 activ – H69AR viability gain despite doxorubicin, primary screen, MRP-1 activator project, H69AR cells, CellTiter-Glo; viability increase, % at 10 µM; viability rescue; 0.61% of 140,000 active;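 active = viability gain under doxorubicin at or above a set limit, the compound median plus 3 SD, cut at about 4.7% in these data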;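 note: MRP-1 overexpressing cells given doxorubicin 25 µM after compound pretreatment; 18-22 h compound pretreatment then 72 h with doxorubicin before readout; 0% = doxorubicin-only wells and 100% = vehicle-treated cells without doxorubicin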
bCat KO growth – primary screen for growth suppressors in beta-catenin knockout HCT116 cells (colon tumor, human) | HCT116 beta-catenin knockout viability, CellTiter-Glo, 60 h; stronger effect = lower value | viability, % at 10 µM | 1.5% of 140,000 active | AID 818, 2007;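 active = viability at or under a set limit, the compound median less 4 SD, cut at about 6% in these data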;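 note: 0% = Hyamine 1622 control at 20 µM and 100% = untreated cell control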
Measles CPE – compounds protecting cells from measles virus cytopathic effect, primary screen, measles RdRp inhibitor project, single point, MLSMR library, absorbance; Measles virus-infected cells, CPE protection; protection (pct of control), % at 4 µM; 1.5% of 140,000 active; AID 841, 2007; in the data active = protection mostly above about 24%, no sharp cut-off; inactive = mostly below about 26%; note: some compounds called inactive have numbers as strong as hits
BB579 growth dn – growth inhibitors of yeast BB579 in restrictive medium, primary screen, yeast lifespan-shortening project, S. cerevisiae; OD615, 48 h; inhibition, % at 10 µM; 0.51% of 140,000 active;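 active = inhibition above a set limit, 3 SD over the mean compound inhibition, cut at about 44% in these data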; note: inactives centre near -24
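Detection: OD615 turbidity measurement; Material: Saccharomyces cerevisiae DeaD strain BB579, replicative lifespan model yeast; Timing: 48 h exposure, 30 °C; Doses: single 10 µM dose; Medium: CSMM-D restrictive synthetic medium containing dextrose (glucose); Controls: amphotericin B at 10 µg/mL as positive control.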
PTEN del growth – growth suppression of PTEN-null HCT116, primary screen, cell-based, CellTiter-Glo; viability, % at 10 µM; HCT116 PTEN-null viability, 60 h; stronger effect = lower value; 1.2% of 140,000 active;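 active = viability at or below a set limit, 4 SD under the median of all tested compounds, cut at about 3.7% in these data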;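 note: PTEN knockout HCT116 line with beta catenin targeted HCT116 as companion control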
NPY-Y2 antag – NPY-Y2 receptor antagonists, primary screen, cell-based; NPY-Y2 expressing cells, antagonist mode; 0.99% of 140,000 active; AID 793, 2007; inhibition, % at 2.7 µM; in the data active = inhibition above about 17%;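 note: 0% = vehicle with agonist challenge and 100% = reference antagonist with challenge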
Target sequence (P49146 whole entry, looked up): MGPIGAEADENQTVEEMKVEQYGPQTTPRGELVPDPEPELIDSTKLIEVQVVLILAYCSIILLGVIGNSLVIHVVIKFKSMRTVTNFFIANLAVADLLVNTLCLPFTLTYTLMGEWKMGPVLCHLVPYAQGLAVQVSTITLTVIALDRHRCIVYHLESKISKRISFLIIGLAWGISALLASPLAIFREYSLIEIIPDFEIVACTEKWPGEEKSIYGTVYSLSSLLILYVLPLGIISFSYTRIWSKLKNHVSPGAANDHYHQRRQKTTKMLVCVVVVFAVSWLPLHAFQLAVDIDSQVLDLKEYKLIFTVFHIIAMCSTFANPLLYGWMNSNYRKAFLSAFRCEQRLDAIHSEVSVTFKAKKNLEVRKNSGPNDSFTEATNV
GALR2 antag – GALR2 antagonists in receptor-expressing cells, primary screen. 0.39% of 140,000 active. Galanin receptor type 2 (Homo sapiens), O43603. inhibition, % at 4 µM. antagonist mode; in the data active = inhibition above about 27%;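 note: cells stimulated with galanin 1-16 at roughly its EC80; 0% = agonist challenge control and 100% = basal control without agonist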
Target sequence (O43603 whole entry, looked up): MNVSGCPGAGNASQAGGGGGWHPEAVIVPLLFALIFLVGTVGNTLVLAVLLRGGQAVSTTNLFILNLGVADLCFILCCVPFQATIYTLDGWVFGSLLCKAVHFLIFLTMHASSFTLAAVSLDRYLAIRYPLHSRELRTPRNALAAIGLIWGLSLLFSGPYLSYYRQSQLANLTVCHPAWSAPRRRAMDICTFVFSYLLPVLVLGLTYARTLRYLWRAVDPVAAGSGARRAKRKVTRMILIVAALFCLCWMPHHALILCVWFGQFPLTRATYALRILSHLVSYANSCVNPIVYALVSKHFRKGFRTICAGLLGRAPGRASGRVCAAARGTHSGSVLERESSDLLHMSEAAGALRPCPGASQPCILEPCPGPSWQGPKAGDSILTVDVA
Phagocytosis inh – inhibitors of macrophage phagocytosis, primary screen, imaging, J774A.1 cells, IgG beads. J774A.1 macrophage IgG-bead phagocytosis. inhibition, % at 5 µM. 0.07% of 110,000 active. AID 1029, 2008;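 active = inhibition above the mean of the plate negative controls plus 5 SD, cut at about 13% in these data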;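 note: phagocytic index as fraction of beads internalized from green versus red external bead signal; plate controls were DMSO negative control for no effect and cytochalasin-D positive control for full effect; some results beyond the cut were filed as inactive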
* = called active by the depositor; x = no result given.

item	mol	Measles CPE	PTEN del growth	Phagocytosis inh	BB579 growth dn	GALR2 antag	MRP-1 activ	Yeast lifespan up	E-sel TNF inh	NPY-Y2 antag	bCat KO growth
1	Cn1c(=O)oc2cc(S(=O)(=O)N3CCCC(C(=O)Nc4ccccn4)C3)ccc21 (stereo not given)	12	88	x	-1	7	-1.6	-7	-13	1	80
2	CCc1cccc(CC)c1N(COC)C(=O)Cn1ccccc1=N	0	88	1	-12	-1	-1.3	-5	5	2	92
3	O=C(CN(Cc1ccco1)C(=O)CNS(=O)(=O)c1ccc(F)cc1)NCc1ccc(F)cc1	10	99	-2	-54	11	-1.0	-6	x	2	76
4	O=C(COC(=O)C1CC(=O)N(Cc2ccco2)C1)c1ccc(OC(=O)c2ccco2)cc1 (stereo not given)	2	84	x	-31	-6	-1.5	-11	12	4	89
5	O=C(CCl)Nc1cccc(-c2cnc3ccccc3n2)c1	2	3.0*	-1	-33	10	-2.6	-17	x	2	5.1*
6	Cc1ccc(CNC(=O)/C(C#N)=C\c2ccc(N(C)C)cc2)cc1	6	102	-3	-50	3	3.0	1	-10	8	96
7	Cc1ccc(-c2nc(NC(=O)CSc3ccc4ccccc4n3)ns2)cc1	3	100	x	-14	-2	-0.2	-1	-6	4	102
8	Cc1ccc(NC(=O)CN(C)C(=O)COc2cccc3cccnc23)cc1	4	92	-1	-52	-1	-1.7	10	4	2	94
9	CCCCN(C)C(=O)c1cn(CC)c2ccc(S(=O)(=O)N(C)C)cc2c1=O	20	102	0	-5	-4	-0.1	0	x	0	97
10	Cc1cc(C)n2nc(C(=O)Nc3ccc4c(c3)OCO4)nc2n1	5	85	-6	-87	14	-0.5	-9	7	0	101
11	Cc1ccc2occ(C(c3nnnn3C3CCCC3)N3CCN(C(=O)c4ccco4)CC3)c(=O)c2c1 (stereo not given)	2	77	0	-23	-5	-4.8	11	x	1	83
12	COc1ccc(OCC(=O)NNC(=O)C(=O)Nc2ccc(C)cc2)cc1	8	92	-4	-30	10	-0.5	-1	x	5	100
13	COc1ccc(S(=O)(=O)Nc2c(C)ccc3nsnc23)cc1OC	0	96	-4	-43	10	-3.4	-6	x	5	85
14	Cc1nnc(N(C)C(=O)c2cccnc2)s1	1	94	0	-42	-2	-1.1	4	3	2	96
15	CCOc1ccc(/C=C\C(C)=N\O)cc1	6	109	x	-10	20	-1.6	-23	-11	2	97
16	Cc1cccc(C(=O)OCc2cnc(Cl)s2)c1	15	95	0	-23	2	0.1	3	19	2	111
17	CCOC(=O)C1CCCN(c2nc3ccccc3nc2C(C#N)C(=O)OC(C)COC)C1 (stereo not given)	19	81	-8	-11	-6	-0.8	9	-3	4	95
18	CN(c1ccccc1C(=O)O)S(C)(=O)=O	9	109	0	-68	5	1.1	-6	x	4	101
19	O=C(c1cccs1)N1CCCC1	3	97	x	3	9	-2.2	x	-11	3	85
20	Cc1cc(C(C)(C)C)ccc1OCCN1CCCC1	4	73	1	-45	-15	-0.9	-20	x	7	75
21	CC1C/C=C/C=C/C=C/C=C/C(O[C@@H]2O[C@H](C)[C@@H](O)[C@H](N)[C@@H]2O)CC2OC(O)(CC(O)CC3OC3/C=C/C(=O)O1)CC(O)C2C(=O)O (stereo not given in full)	4	96	x	-23	4	1.1	-2	-23	1	101
22	COc1ccc(-c2nc3ccccc3o2)cc1NC(=O)CSc1ccc(Cl)cc1	11	102	-11	-18	1	1.0	5	4	4	100
23	O=C(Nc1ccc(CN2CCOCC2)cc1)c1ccc(-c2cccc(Cl)c2)o1	6	4	3	-10	-8	-2.8	-22	2	6	1.9*
24	CCCCCC(=O)NCC(C)NC(=O)CCCCC (stereo not given)	9	92	-2	-39	-14	-2.3	-3	5	1	94
25	COc1ccc(Cn2nnnc2C(c2cc3ccc(OC)cc3[nH]c2=O)N2CCC(C)CC2)cc1 (stereo not given)	7	94	-1	-2	1	-1.4	-7	12	2	93
26	CCn1c2ccccc2c2cc(NS(=O)(=O)c3ccc(C)cc3)ccc21	20	58	x	-7	-3	-2.2	-13	-5	-1	77
27	Cc1ccc2nc3c(cc2c1)c(NC(=O)C1CCCO1)nn3CC(C)C (stereo not given)	11	86	0	-9	-7	-1.1	-8	11	1	96
28	Cc1ccc(C(=O)COC(=O)CCC(=O)Nc2cc(Cl)ccc2Cl)cc1[N+](=O)[O-]	22	106	-2	-6	9	-1.3	-10	-15	6	75
29	Cc1nc2c3ccccc3nc(SCC(=O)N3CC(C)CC(C)C3)n2n1 (stereo not given)	6	97	0	-5	-14	-0.9	-12	-23	4	103
30	COc1cc(NC(=O)C2CCCCC2)c(OC)cc1NC(=O)CN1CCCCC1	47*	111	0	-94	-8	0.6	0	14	-4	112
31	Cc1ccc(OCc2nnc(SCC(=O)Nc3ccc4c(c3)OCCO4)n2Cc2ccco2)cc1	5	81	-1	-35	-10	-1.5	-5	x	1	86
32	Cc1c(NC(=O)CSc2nnc(COc3ccccc3)n2-c2ccccc2)c(=O)n(-c2ccccc2)n1C	28	95	x	-1	0	-0.4	-16	27	2	80
33	O=C(NCCN1CCOCC1)c1ccc(-c2ccccc2)cc1	25	95	-3	-10	9	-1.9	-15	-27	-3	92
34	COc1ccc2[nH]c(C)c(CCNC(=S)Nc3cc(C)cc(C)c3)c2c1	4	104	x	-19	17	-1.8	12	-10	-5	94
35	N#Cc1nc(COc2ccccc2)oc1N1CCN(Cc2ccccc2)CC1	2	70	-1	-33	5	0.5	-6	x	28*	74
36	CCOCCCNC(=O)Cc1cc(=O)[nH]c(=O)[nH]1	13	104	0	-25	5	-0.3	-11	9	3	93
37	CCn1cc(C(=O)Nc2ccc(F)c(F)c2)cn1	9	110	-3	-46	0	2.8	-4	3	5	107
38	COc1cc(C(=O)OCn2nnc3ccccc3c2=O)cc(OC)c1OC	16	99	-2	-25	-7	-1.5	-13	-6	2	87
39	COC(=O)c1sc2ccccc2c1-n1cccc1C(=O)C(=O)Nc1ccc(F)cc1	4	61	x	-77	-5	-1.6	-11	-14	0	79
40	CCc1c(C)nc(SC(C(=O)O)c2ccccc2)c(C#N)c1C (stereo not given)	16	89	-11	-26	8	-0.6	0	-1	3	98
41	CCCCn1c(SCC(N)=O)nc2c(sc3ccccc32)c1=O	4	99	1	-18	-6	-1.6	-1	6	1	92
42	CC(=O)c1cn(CCC(C)C)c(=O)[nH]c1=O	7	99	0	-9	-5	0.6	2	x	2	100
43	CC(C)(C)c1ccc(/C=C/C(=O)Nc2ccncc2)cc1	15	42	x	-6	11	-1.1	-8	26	13	37
44	CC1(C)C(=O)NCCN1C(=O)CCC(=O)O	30	96	x	-14	8	-2.9	x	12	2	94
45	COc1ccc(NC(=O)CN2C(=O)C(c3ccccc3)=NC23CCCCCC3)cc1OC	12	91	-8	11	8	-3.1	-1	x	5	85
46	CC(=O)NS(=O)(=O)c1ccc(NC(=O)C2C3C=CC(C3)C2C(=O)O)cc1 (stereo not given)	5	93	-3	-37	3	-0.1	7	x	-1	98
47	CSCCC(=O)N1C(C)CCCC1C(=O)O (stereo not given)	26*	98	1	-8	0	-2.3	-6	8	3	103
48	Cn1c(=O)[nH]c(=O)c2c1nc(N1CCC(Cc3ccccc3)CC1)n2Cc1ccccc1	15	59	0	-64	-5	-1.2	-3	x	1	68
49	S=c1[nH]nc(-c2ccc(Cl)cc2)n1-c1ccc2c(c1)OCCO2	3	90	-6	-8	-6	0.6	5	x	2	94
50	COCCNC(=O)C(c1ccc(C)o1)N(Cc1cccs1)C(=O)c1snc(C(N)=O)c1N (stereo not given)	4	99	x	-19	-1	-0.9	0	0	2	108

Additional structures:
item	mol	Measles CPE	PTEN del growth	Phagocytosis inh	BB579 growth dn	GALR2 antag	MRP-1 activ	Yeast lifespan up	E-sel TNF inh	NPY-Y2 antag	bCat KO growth
51	Cc1ccc(S(=O)(=O)N(CC(=O)NC2CCCC2)c2cccc(C)c2)cc1	19	86	2	-50	8	-2.4	7	9	2	93
52	CC(C)(C)c1cc(N)on1	11	93	-3	4	-9	-2.5	2	-26	3	94
53	CCCc1cc(=O)n2[nH]c(C)c(-c3ccccc3)c2n1	8	83	-1	-15	12	-4.0	5	-18	7	89
54	CN1CCC(N2CCCC(C(=O)O)C2)CC1 (stereo not given)	12	102	-1	10	1	1.7	-14	-1	2	84
55	CCOc1nc(NC(=O)NS(=O)(=O)Oc2cccc(Cl)c2)nc(-c2ccccc2)n1	11	87	1	-17	-20	-1.1	-6	-16	0	83
56	Cn1nc(Oc2nc(N3CCOCC3)nc(N3CCOCC3)n2)ccc1=O	1	80	1	7	-4	0.1	-11	6	1	87
57	COc1ccc(N=C(C)C2=C(O)CSC2=O)cc1	5	114	0	-78	-10	-1.4	-8	11	0	105
58	CS(=O)(=O)N(Cc1ccco1)CC(O)Cn1cc(C=O)c2ccccc21 (stereo not given)	11	102	0	-24	-15	-3.7	-3	10	4	86
59	CC1(c2ccccc2)CC(C)(C)N(C(=O)CSc2nnc(N)s2)c2ccccc21 (stereo not given)	23	55	-1	-13	0	-1.5	5	x	5	61
60	O=C(O)C=C1C2CC3CC(C2)CC1C3	6	87	-1	-26	-10	-0.8	37	x	1	94
61	CC1(C)CC(=O)C(N=Nc2cc(Cl)c(Cl)c(Cl)c2)=C(O)C1	20	93	0	-30	0	-0.8	4	31	1	97
62	CC(=O)N1CCN(CCN=CC2=C(O)CC(c3cccs3)CC2=O)CC1 (stereo not given)	15	102	-1	-15	4	1.3	36*	15	2	96
63	CC(C)CC1C(C#N)=C(N)Oc2n[nH]c(-c3cccs3)c21 (stereo not given)	19	99	0	-42	-20	2.1	-6	0	4	94
64	CCCC(c1c(C)n(C)n(-c2ccccc2)c1=O)c1c(C)n(C)n(-c2ccccc2)c1=O	5	92	-1	11	9	-2.5	-10	x	-1	93
65	CCOCCCNC(=O)C1CCCCN1S(=O)(=O)c1ccc(F)cc1 (stereo not given)	24	101	0	-21	-5	-2.4	-4	x	2	92
66	COc1ccc2c(CC(=O)OCC(=O)c3ccccc3OC)coc2c1	10	95	-1	-15	-9	-0.6	-11	-4	8	90
67	Cc1onc(-c2ccccc2Cl)c1C(=O)OCC(=O)c1ccc2c(c1)OCCO2	26	68	2	-23	1	0.9	-3	-6	3	82
68	CNCCOCC(O)CSc1ccccc1 (stereo not given)	12	102	0	-22	3	0.6	-16	26	5	106
69	CCSCCOC(=O)C1=C(C)NC(=O)NC1c1cc(OC)ccc1OC (stereo not given)	4	x	1	-68	-6	-2.2	0	x	0	88
70	Cc1cccc(NC(=O)CSc2nc3c(c(=O)[nH]2)CCC3)c1C	2	97	-7	-31	0	-1.4	1	-9	3	97
